PHOSPHO1 inh = inhibitors of human PHOSPHO1 phosphatase; recombinant PHOSPHO1, absorbance phosphatase assay; inhibition, % at 13.3 µM; 1.1% of 290,000 active; AID 1565; in the data active = inhibition above about 60%
Target sequence (Q8TCT1 whole entry, looked up): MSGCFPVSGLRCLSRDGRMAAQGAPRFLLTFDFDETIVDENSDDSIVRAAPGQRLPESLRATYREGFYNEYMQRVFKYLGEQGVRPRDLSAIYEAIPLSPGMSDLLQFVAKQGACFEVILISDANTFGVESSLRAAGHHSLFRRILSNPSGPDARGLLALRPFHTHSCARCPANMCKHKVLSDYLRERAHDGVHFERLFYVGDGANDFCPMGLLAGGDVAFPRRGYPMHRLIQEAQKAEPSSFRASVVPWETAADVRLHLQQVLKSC
pCIP destab = lowers stability of the mouse p/CIP coactivator protein; F442A p/CIP-EGFP cells, EGFP fluorescence, 16 h; decrease of EGFP signal, % at 10 µM; 0.01% of 290,000 active;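 active = EGFP signal decrease of at least 30% at 10 µM or well 3 SD below plate mean, unless failing retest; inactive = the rest, including hits failing retest or dose response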; also: some compounds called inactive have numbers as strong as hits; many of its hits are not listed in these tables
IDE inh = cellular human IDE inhibition; HEK cells, FAbetaB cleavage, fluorescence polarization; inhibition, % at 5.59 µM; 0.41% of 320,000 active;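 active = percent inhibition above the average of all tested compounds plus 3 SD, set per screening campaign, cut at about 16% in these data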;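 also: IDE supplied by intact live HEK cells; FP after avidin binding of uncleaved biotin substrate so inhibition keeps polarization high; 0% = DMSO wells and 100% = 60 µM reference IDE inhibitor Ii1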
CHRM4 PAM = potentiates acetylcholine response at human M4 receptor; P08173; CHO-K1 hM4/Gqi5, Fluo-8 calcium fluorescence, ACh EC20; 0% = ACh EC20, 100% = maximal ACh; activation, % at 3 µM; 0.4% of 360,000 active; AID 624126;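 active = activation above its plate's cutoff, the mean activation of sample wells plus 3 SD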; also: some results filed as inactive read as strong as hits
GalR3 antag = antagonists of human GalR3 | O60755 | HEK293 GalR3-CNG cAMP membrane potential fluorescence; galR3 body fused to GalR1 C-terminus | inhibition, % at 3 µM | 0.44% of 360,000 active | AID 651719;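 active = inhibition above the screen-wide average plus 3 SD, cut at about 13% in these data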;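 also: forskolin and galanin both at EC90 stimulate the cells; cAMP rise reported by CNG channel membrane potential dye signal; 0% = forskolin plus galanin with DMSO and 100% = forskolin alone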
IDE cell activ = activators of human insulin-degrading enzyme in cells. P14735. HEK cells, FAbeta-B cleavage, fluorescence polarization; 0% vehicle, 100% cell-free pure enzyme wells. activation, % at 5.96 µM. 0.073% of 340,000 active;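 active = activation above the mean of all tested compounds plus 3 SD, set per screening campaign, cut at about 17% in these data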
MEKK3 PB1 HTS = MEKK3-MEK5 PB1 interaction, increase or decrease; bead-based flow cytometry, Alexa488-MEK5 binding to MEKK3; actives lie on both sides; 0 = blocked by unlabeled MEK5, 100 = vehicle; binding response (% of control), % at 10 µM; 1.4% of 290,000 active;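 active = binding response more than 3 SD above or below the average of its plate-row segment, actives on both sides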;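 also: Alexa488 bead fluorescence after subtracting the streptavidin-only scavenger bead signal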
Target sequence (Q99759 whole entry, looked up): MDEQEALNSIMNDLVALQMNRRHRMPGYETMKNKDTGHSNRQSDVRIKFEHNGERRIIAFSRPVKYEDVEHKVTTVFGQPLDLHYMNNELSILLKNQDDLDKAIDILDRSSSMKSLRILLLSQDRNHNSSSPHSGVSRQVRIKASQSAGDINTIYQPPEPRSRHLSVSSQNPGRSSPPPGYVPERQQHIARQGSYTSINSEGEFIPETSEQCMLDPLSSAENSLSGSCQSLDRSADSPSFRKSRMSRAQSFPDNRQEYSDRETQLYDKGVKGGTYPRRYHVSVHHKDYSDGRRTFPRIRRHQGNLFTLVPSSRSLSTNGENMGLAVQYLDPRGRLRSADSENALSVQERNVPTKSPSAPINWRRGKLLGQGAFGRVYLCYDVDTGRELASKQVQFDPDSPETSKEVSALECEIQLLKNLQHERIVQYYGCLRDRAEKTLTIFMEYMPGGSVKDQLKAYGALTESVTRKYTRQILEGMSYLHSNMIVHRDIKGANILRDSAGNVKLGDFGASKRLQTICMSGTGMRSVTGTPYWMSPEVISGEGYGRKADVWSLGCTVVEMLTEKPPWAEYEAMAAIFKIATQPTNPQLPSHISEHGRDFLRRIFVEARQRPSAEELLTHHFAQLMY
CRFBP-R2 block = blocks CRF-induced signaling of the CRF-BP/CRF-R2 complex; HEK293 CRF-R2/CRF-BP, CRF-induced calcium fluorescence; inhibition, % at 11.8 µM; 0.59% of 350,000 active; AID 588475;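 active = inhibition of the ligand-induced calcium signal above about 50% at the single tested concentration, limit read from the data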
CRFBP-R2 agonist = CRF-BP/CRF-R2 complex agonism; HEK293 CRF-R2/CRF-BP, calcium dye fluorescence (FLIPR); percent of saturating CRF peptide response; activation, % at 13.2 µM; 0.46% of 350,000 active; AID 588473;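 active = activation of at least 50%, plus an integration ratio under a set limit after plate pattern correction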;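 also: plate controls were neutral control wells without compound for no effect and CRF at EC100 for full effect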
* hit, by the source's call; x = no result given. Hits appear at their usual frequency (roughly 4.2% active in at least one column).

canonical_smiles	PHOSPHO1 inh	pCIP destab	IDE inh	CHRM4 PAM	GalR3 antag	IDE cell activ	MEKK3 PB1 HTS	CRFBP-R2 block	CRFBP-R2 agonist
CCCCn1c(SCc2nc3ccccc3s2)nc2ccccc2c1=O	17	7	5	0	-3	2	104	-12	0.4
CCOc1ccc(-n2c(C)cc(/C=C3/C(=N)N4C(=NC3=O)SN=C4S(C)(=O)=O)c2C)cc1	3	-3	0	9	-4	3	98	93*	1.7
O=C(c1ccc(Cl)cc1)C1CCCN(C(=O)c2csnn2)C1 (centres undefined)	46	0	2	-3	-5	0	101	2	1.5
COc1ccc(-n2c(Cc3cccn3C)nnc2SCC(=O)Nc2ccccc2)cc1	-2	-14	0	7	-4	4	99	2	-1.4
CC(Oc1ccc(Br)cc1)C(=O)N1CCN(c2ccccn2)CC1 (centres undefined)	26	-7	x	7	-3	-3	102	-3	1.1
CCOc1ccc(-c2ccc(SC)nn2)cc1	30	8	3	0	6	3	108	1	-6.9
C=CCN1C(=O)/C(=C\c2cc(Br)c(OCc3ccccn3)c(OC)c2)SC1=S	52	-16	1	2	-5	2	101	-23	-1.1
CC(NC(=O)C1CCCC1)c1ccc(Br)cc1 (centres undefined)	14	-5	-3	-3	-7	5	104	4	-3.0
CCOc1cccc(C2CC(=O)Nc3cc(OC)c(OC)cc32)c1 (centres undefined)	45	-5	-2	0	-10	3	105	-6	3.5
CCOc1ccc(OCC)c(NC(=O)C2CCN(c3nn4c(=O)cc(C)nc4s3)CC2)c1	-11	-8	0	7	x	5	100	-13	-0.9
Cc1ccc(N2CCN(CC(O)COc3cccc(C)c3)CC2)cc1 (centres undefined)	30	-5	4	-10	-9	0	100	-4	-2.3
COc1ccc2cc(Br)ccc2c1CC(=O)NCC1CCCO1 (centres undefined)	47	-3	4	3	-6	-1	103	-8	-0.9
Cc1c(CNC(=O)c2cnn3c2NC(c2ccccc2)CC3C(F)(F)F)cnn1C (centres undefined)	-7	1	2	3	1	0	102	18	-0.3
CS(=O)(=O)N1CCN(Cc2cc(=O)n3ccsc3n2)CC1	-16	-6	4	2	-9	-7	107	-18	0.6
COc1ccc(NC(=O)c2[nH]c(C)c(C(C)=O)c2C)cc1Cl	11	7	7	1	5	-3	104	11	-1.9
CCOC(=O)c1cc(OC(=O)c2cccc([N+](=O)[O-])c2)n(-c2ccccc2)n1	-2	6	2	5	-4	1	93	13	-6.2
CCN1CCCC1CNC(=O)CN1C(=O)COc2ccc(C)cc21 (centres undefined)	26	-9	1	3	5	-1	110	17	1.8
COc1cc(NC(=O)CCc2c(C)[nH]c(=O)c(C#N)c2C)cc(OC)c1	10	1	2	-5	-4	3	99	-9	0.2
CCOC(=O)N=Nc1c(O)n(CC(=O)OC)c2ccccc12	-22	1	8	0	-3	5	100	-9	-0.9
CCCCN1CC(COCc2ccccc2)Oc2cccc(Oc3ccccc3)c2S1(=O)=O (centres undefined)	x	x	x	-2	-4	4	x	17	11
Nc1ccc(Cl)cc1/C(=N/O)c1ccccc1	37	-4	0	1	-5	0	101	-13	0.0
Cc1cc(C)nc(SCc2cn3c(C)cc(C)nc3n2)n1	27	-1	6	-9	-2	7	80	16	-1.5
COc1ccc(CCNC(=O)c2cc3c(=O)n4cccc(C)c4nc3s2)cc1OC	17	-14	-1	-9	-1	0	101	3	-0.4
CCOC(=O)C1CCCN(C2=NC(=O)/C(=C/c3ccc(OC)cc3)S2)C1 (centres undefined)	13	-7	2	-2	2	4	102	-1	-0.9
Cc1ccc(-n2c(=O)c3ccc(C(=O)NCc4ccco4)cc3n(Cc3ccccc3C#N)c2=O)cc1	-20	-16	6	0	2	5	124	-14	0.1
CCCn1nc(C(=O)Nc2ccc3nc(N4CCOCC4)sc3c2)ccc1=O	x	x	x	4	-6	5	x	17	2.8
O=C(COC(=O)c1cccnc1Cl)Nc1ccc2c(c1)OCO2	32	-2	2	-2	-1	1	71	-4	-2.5
CC(=O)O[C@@H]1[C@@H](O)[C@@H](O)[C@H](Oc2c(-c3ccc(O)cc3)oc3c(CC=C(C)C)c(O)cc(O)c3c2=O)O[C@H]1C	x	x	3	x	x	x	109	4	4.8
CCC(C)NC(=O)CSc1ccc(NC(C)=O)cc1 (centres undefined)	-1	-6	1	-6	6	6	106	-9	0.4
CCn1c(N)[n+](CC(=O)Nc2ccc(SC(F)F)cc2)c2ccccc21	44	-1	4	-21	-9	6	110	-36	0.4
O=C1CS/C(=N/N=C/c2cccs2)N1Cc1ccc(F)cc1	33	5	1	-8	-3	x	97	-2	1.1
O=C(C1=C[C@H](c2csc3ccccc23)C[C@H](OCCCCO)O1)N1CCN(Cc2ccccc2)CC1	22	-28	-3	-3	-4	-1	99	-5	0.8
Cc1cc(NC(=O)CSCC(=O)Nc2ccccc2N2CCCCC2)no1	x	x	-4	3	-3	2	x	-3	1.0
CCOc1ccc(N=Nc2c(N)[nH][nH]c2=O)cc1	-7	-4	-5	6	-3	6	100	-12	0.6
COc1cc(/C=C(\C#N)C(=O)Nc2cccc(C(=O)O)c2)ccc1OCc1ccc(F)cc1	16	2	-1	7	-9	-3	102	1	-0.8
Oc1ccccc1-n1c(-c2ccccc2)ccc1-c1ccccc1	5	0	0	-6	-12	0	91	3	5.4
CCc1nonc1NC(=O)c1oc2ccccc2c1C	58	-21	1	4	-9	8	100	0	-0.7
Cc1cccc(NS(=O)(=O)c2c(C(=O)N3CCCC3)c(C)n(C)c2C)c1	24	-2	-3	-4	4	4	101	0	-2.3
COc1cc(N/N=C(\C)c2ccc(O)c(C)c2)nc(-c2ccccc2)n1	-5	-12	7	0	-1	2	98	-25	0.6
Cc1nn(Cc2ccccc2)c(C)c1NC(=O)c1ccc([N+](=O)[O-])cc1[N+](=O)[O-]	-18	-1	9	-3	2	7	116	-7	-0.5
Cc1ccc(-n2nnc3c(SCC(=O)NCc4ccco4)ncnc32)cc1	13	-9	2	0	-1	-1	98	-6	-0.3
COc1ccc(S(=O)(=O)N(C)c2c(C)n(C)n(-c3ccccc3)c2=O)cc1OC	24	-42	4	11	-1	6	95	7	0.5
Cc1ccc(S(=O)(=O)NCCNC(=O)CN2CCOCC2)cc1	40	4	2	-1	-10	4	104	-3	1.5
COc1cccc(NC(=O)CCCCCN2C(=O)[C@@H]3Cc4ccccc4CN3C2=O)c1	38	6	3	-4	0	2	101	-2	-2.0
COc1ccc2ccc3cccc[n+]3c2c1	x	x	x	-3	-10	4	x	-16	-0.6
COc1ccccc1CNC(=O)C(=O)NCC1OCCN1C(=O)c1cccs1 (centres undefined)	-12	2	3	-6	-4	-1	120	1	0.6
Cc1ccc(S(=O)(=O)N[C@@H](Cc2ccccc2)C(=O)N2CCC(C(=O)N[C@@H](CC(C)C)C(=O)O)CC2)cc1	37	2	-2	0	-8	4	102	-4	-1.8
CCOc1ccc(-c2noc(CCC(=O)NC3CCCC3)n2)cc1OC	44	3	0	-3	-3	7	99	6	-1.3
Cc1cc(C)nc(NC(=O)CSc2ncccn2)n1	23	-3	3	x	x	x	107	x	x
O=C(CCN1C(=O)c2ccccc2C1=O)NCc1ccco1	1	2	6	2	-2	5	89	-5	3.8
O=C(NCCOc1cccc2cccnc12)c1cccs1	11	-4	9	-10	-2	0	113	2	-0.2
Cc1ccc(CS(=O)(=O)CCC(=O)NCCN2CCCCC2C)cc1 (centres undefined)	23	-8	4	-7	-3	8	76	5	-2.7
Cc1ccc(CC2C(=O)N(c3ccccc3)C(=O)C2C)cc1 (centres undefined)	29	-7	-6	3	-12	-5	110	3	-0.1
COCCNC(=S)N1CCN(c2nc(-c3cccc(OC)c3)cs2)CC1	x	-16	7	-7	-4	-3	105	14	-1.1
Cc1ccc(C(=O)CSc2nnc(Cn3nnc4ccccc43)n2C)cc1	-7	8	0	-3	-2	3	96	-7	-2.6
Cc1cccc(Nc2nc(NCC3CCCO3)nc(N)c2[N+](=O)[O-])c1 (centres undefined)	-5	-7	5	24*	0	1	104	-63	1.3
Cc1ccc(C)c(SCC(=O)Nc2cc(S(=O)(=O)N3CCOCC3)ccc2C)c1	x	x	x	-5	-1	3	x	18	-2.3
Cc1ccc(S(=O)(=O)NN=Cc2ccccc2Cl)cc1	x	x	x	1	-4	x	x	27	-2.1
COc1ccccc1-c1nnc(SCC(=O)Nc2cc(C)on2)o1	-2	-2	-2	0	-2	7	96	3	-1.3
Cc1ccc(C)c(SCC(=O)OC/C(O)=C(\C#N)c2nc3ccccc3[nH]2)c1	35	0	x	12	-3	4	112	-11	1.9

More compounds:
canonical_smiles	PHOSPHO1 inh	pCIP destab	IDE inh	CHRM4 PAM	GalR3 antag	IDE cell activ	MEKK3 PB1 HTS	CRFBP-R2 block	CRFBP-R2 agonist
Cc1cc(C)nc(N2N=C(CSc3ccc(Cl)cc3)CC2=O)n1	-8	-2	2	3	-2	7	103	-4	-3.8
COc1ccc(NC(C)=O)cc1NC(=O)CN1CCN(c2ccccn2)CC1	7	8	-1	13	x	-1	x	11	-3.2
COCCN(CCOC)C(=O)COC(=O)c1cc([N+](=O)[O-])ccc1Cl	39	-3	5	2	3	7	116	-2	0.1
Cc1cc(C(F)(F)F)n(-c2ccc(N)cc2)n1	-3	0	-6	-6	2	6	99	-12	2.2
Cc1cc(-c2csc(NC(=O)c3ccc(=O)[nH]c3)n2)c(C)n1Cc1ccco1	-102	-5	7	12	6	-1	66	18	4.3
CCOC(=O)CC1C(=O)NCCN1Cc1ccc(OC)c(OC)c1 (centres undefined)	12	-1	-3	-8	5	0	104	1	0.1
COc1cccc(CN(C)C(=O)Cc2ccc(OC)c(S(=O)(=O)N3CCOCC3)c2)c1	x	x	4	-10	-2	-2	x	0	-1.4
S=c1nccc(-c2cccs2)[nH]1	-86	-3	20*	7	-4	-16	105	0	1.0
CCC1(c2ccccc2)NC(=S)N(c2ccc(C)cc2)N1 (centres undefined)	2	2	12	-5	4	4	108	-12	0.3
CC(C)[C@H](NC(=O)N1CCn2c1nc1ccccc12)C(=O)NCC1CCCO1 (some centres undefined)	26	3	0	5	-3	2	100	4	-0.2
CC1=CC(C)(C)N(C(=O)CN2C(=O)c3ccccc3C2=O)c2ccc(C)cc21	-35	-13	2	-5	-7	6	84	-4	-0.3
CN(C)S(=O)(=O)c1cccc(C(=O)NCC2CCCO2)c1 (centres undefined)	29	-19	1	8	8	4	100	-1	0.4
O=C(c1noc2c1CCCC2)N1CCc2ccccc2C1	28	4	-2	-3	-4	1	99	10	-1.3
CSc1nsc2nc(=O)c(/C=C3\C=Nc4ccccc43)c(N)n12	12	-5	3	0	-2	-3	100	7	-1.3
COc1cccc(/C=N/Nc2ccnc(=O)[nH]2)c1O	42	-9	-2	7	-6	-1	103	2	-0.6
CC(C)C(=O)Nc1cccc(-c2nc3ccccc3c(=O)o2)c1	2	-17	0	16	-3	4	100	-8	-1.0

Full records, looked up by structure. Order of values: PHOSPHO1 inh	pCIP destab	IDE inh	CHRM4 PAM	GalR3 antag	IDE cell activ	MEKK3 PB1 HTS	CRFBP-R2 block	CRFBP-R2 agonist
Shown for `CCOC(=O)CC1C(=O)NCCN1Cc1ccc(OC)c(OC)c1` (centres undefined) → 12	-1	-3	-8	5	0	104	1	0.1
Shown for `Cc1cc(-c2csc(NC(=O)c3ccc(=O)[nH]c3)n2)c(C)n1Cc1ccco1` → -102	-5	7	12	6	-1	66	18	4.3

Source: PubChem BioAssay
